Compound activity from PubChem BioAssay.
ERb SRC1 inh – blocks coactivator binding to human estrogen receptor beta; hit rate 1.3% among 86,000; inhibition, % at 25.6 µM; AID 633; TR-FRET ER-beta LBD / SRC1-Cy5 peptide binding; receptor agonist-loaded with 1 µM estradiol;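 active means compounds whose percent inhibition of the receptor-coactivator binding signal exceeds about 50% in the single-dose screen, limit read from the data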;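 further: 0% = receptor plus peptide wells without compound and 100% = peptide-only wells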
H69AR growth 86K – growth inhibitors of human H69AR lung tumor cells. viability, % at 10 µM. H69AR lung tumor viability, ATP luminescence, 72 h; active compounds read low. hit rate 6% among 85,000. AID 598;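 active means viability at or below 40%; inactive means viability above 40%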;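 further: multidrug resistant small cell line overexpressing MRP-1 efflux transporter; 100% = mean luminescence of untreated control wells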
Calb biofilm kill – kills Candida albicans biofilms; C. albicans biofilm + clotrimazole, Alamar Blue; inhibition, % at 6 µM; hit rate 0.14% among 85,000; AID 834;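 active means inhibition above 20%; inactive means inhibition below 20%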;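 further: preformed 24 hr biofilms exposed to compound for 48 hr; 0% = biofilm without compound and 100% = blank killed by clotrimazole plus chlorhexidine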
Smad3 FoxH1 inh – inhibitors of human Smad3 transcription factor binding; TR-FRET Smad3/Dy647-FoxH1 peptide binding, europium anti-His; P84022; hit rate 0.29% among 88,000; inhibition, % at 25 µM;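 active means compounds that reduce the energy-transfer binding signal between the protein and its labelled peptide by more than half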;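 further: 0% = Smad3 plus labelled peptide maximal FRET and 100% = peptide-only background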
Target sequence (P84022 whole entry, looked up): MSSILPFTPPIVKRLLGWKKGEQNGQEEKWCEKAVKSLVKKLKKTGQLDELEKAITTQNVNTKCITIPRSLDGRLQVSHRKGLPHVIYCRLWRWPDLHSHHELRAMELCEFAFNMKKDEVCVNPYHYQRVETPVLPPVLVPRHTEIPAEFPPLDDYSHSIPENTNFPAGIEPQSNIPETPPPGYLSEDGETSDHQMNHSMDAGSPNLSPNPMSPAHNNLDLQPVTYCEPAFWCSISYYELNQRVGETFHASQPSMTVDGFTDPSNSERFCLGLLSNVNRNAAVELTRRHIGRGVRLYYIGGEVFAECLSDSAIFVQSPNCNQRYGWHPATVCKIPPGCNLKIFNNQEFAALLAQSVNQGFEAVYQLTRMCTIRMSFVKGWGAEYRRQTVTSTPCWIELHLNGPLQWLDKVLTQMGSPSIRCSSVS
ERa SRC1 inh – ER-alpha (human) coactivator binding inhibition; TR-FRET ER-alpha LBD / SRC-1 peptide, estradiol-bound; inhibition, % at 25.6 µM; hit rate 1.7% among 86,000; AID 629; P03372; in the data active means inhibition above about 50%;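 further: 0% = receptor plus peptide control and 100% = peptide only without receptor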
sEH act – activators of human soluble epoxide hydrolase | P34913 | purified human sEH enzymatic activity, activator screen | activation, % at 2 µM | hit rate 0.04% among 91,000 | AID 717; in the data active means activation above about 37%; further: values of inactives mirror those of a sister screen read the other way
Target sequence (P34913 whole entry, looked up): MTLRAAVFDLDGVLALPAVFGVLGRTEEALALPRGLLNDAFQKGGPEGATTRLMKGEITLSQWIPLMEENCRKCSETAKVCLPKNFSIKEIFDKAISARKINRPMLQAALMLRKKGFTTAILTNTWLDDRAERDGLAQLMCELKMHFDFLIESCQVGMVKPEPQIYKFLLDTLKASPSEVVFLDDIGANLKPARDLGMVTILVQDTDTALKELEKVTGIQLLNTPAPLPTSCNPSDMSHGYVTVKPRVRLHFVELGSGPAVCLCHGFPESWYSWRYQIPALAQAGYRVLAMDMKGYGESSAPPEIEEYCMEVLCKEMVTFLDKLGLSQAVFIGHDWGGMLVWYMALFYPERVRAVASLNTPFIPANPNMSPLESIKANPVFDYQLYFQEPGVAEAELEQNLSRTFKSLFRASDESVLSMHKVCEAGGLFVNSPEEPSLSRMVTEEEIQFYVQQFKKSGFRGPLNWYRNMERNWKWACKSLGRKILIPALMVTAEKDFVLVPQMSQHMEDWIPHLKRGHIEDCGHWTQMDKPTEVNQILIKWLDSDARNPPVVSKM
Lung fibro prol – blocks proliferation of human lung fibroblasts. LL 47 human lung fibroblast viability, ATP luminescence; active compounds read low. viability, % at 10 µM. hit rate 1.1% among 85,000. AID 719;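 active means viability at or below 50% in the single dose screen; inactive means viability above 50%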;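 further: compound exposure lasted 72 h before the ATP readout; 100% = median luminescence of untreated cell-only wells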
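Test system: LL 47 human lung fibroblasts; Quantity: 1,150 cells/well; Buffer or medium: IMEM plus 15% FBS; Dosing: tenfold compound dosing solution, DMSO at 0.1%; Timing: overnight cell rest, 72 h compound treatment at 37 °C; Detection: ATP-based CellTiter-Glo luminescent readout; Read-out basis: viability percentage against median untreated-cell control; Controls: cell-only wells, no compound.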
ERa SRC1 pot – ER-alpha (human) coactivator binding potentiation. TR-FRET ERalpha-LBD/SRC-Cy5 coactivator binding, 2 h; 100 = basal binding, no effect. AID 639. hit rate 1.3% among 86,000. coactivator binding (% of control), % at 25.6 µM. P03372; in the data active means activity above about 200%;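 further: binding measured in presence of low estradiol as agonist stimulus; 0% = peptide alone without receptor and 100% = receptor with peptide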
HUVEC prolif 384 – blocks proliferation of human endothelial cells. viability, % at 10 µM (by protocol). hit rate 1.1% among 86,000. HUVEC proliferation, CellTiter-Glo luminescence, 72 h; active compounds read low;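 active means viability at or below 30%; inactive means viability above 30%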;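 further: 100% = median luminescence of DMSO-only cell control wells on each plate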
Active calls of the source: *; nt = not tested or not shown; [ ] = remark or other dose. A portion of the library. The share of hits here may be higher or lower than overall.

1: COc1cccc(C2NC(CCSC)(C(=O)O)C3C(=O)N(C(C)C)C(=O)C23)c1O (stereo not drawn)
2: CCCCn1c(CN2CCN(C(=O)OCC)CC2)nc2c1c(=O)n(C)c(=O)n2C
3: Cc1cnc(C(=O)OCC(=O)NC(=O)NC(C)C)cn1
4: CCOc1ccc(Br)cc1/C=N/O
5: COc1ccccc1OC(C)C(=O)Nc1nc(-c2ccc(S(=O)(=O)N3CCOCC3)cc2)cs1 (stereo not drawn)
6: COc1ccc(Cl)cc1-c1nc(-c2ccc(Br)o2)no1
7: COc1ccccc1C(=O)Nc1cc2cc(Br)ccc2oc1=O
8: C=CCn1c(SCC(=O)Nc2sccc2C(N)=O)nc2sc(C)c(C)c2c1=O

Assay by compound	1	2	3	4	5	6	7	8
ERb SRC1 inh	-14	-12[fluorescence artefact?]	1[fluorescence artefact?]	-5	8	48[fluorescence artefact?]	-5	31
H69AR growth 86K	94	84	96	109	82	50	61	46
Calb biofilm kill	6	0	2	1	3	17	8	-1
Smad3 FoxH1 inh	2	-8	-3	5	-2	-20	6[fluorescence artefact?]	2
ERa SRC1 inh	2	3[fluorescence artefact?]	-2	3	1	59*[fluorescence artefact?]	-4	35
sEH act	-2	nt	nt	-9	1	-3	11	-5
Lung fibro prol	97	102	102	105	97	94	95	66
ERa SRC1 pot	125	106	119	95	263*[fluorescence artefact?]	277*[fluorescence artefact?]	148[fluorescence artefact?]	195
HUVEC prolif 384	104	95	100	100	99	91	97	60

9: CC(=O)c1c(C)[nH]c(C(=O)OCC(=O)NCCc2ccc(Cl)cc2)c1C
10: CCCS(=O)(=O)N1CCN(C(=O)COc2ccc(OC)cc2)CC1
11: CN(CC(=O)N1CCN(C2CCCCC2)CC1)S(=O)(=O)c1cccc2nsnc12
12: CC(=O)N1CCCc2cc(S(=O)(=O)NC(C(=O)NC3CCCCC3)C(C)C)ccc21 (stereo not drawn)
13: Cc1cccc(NC(=O)c2sc3nc(-c4ccccc4)cn3c2C)n1
14: Cn1nc(-c2ccc(N3CCOCC3)c(NC(=O)COc3ccccc3)c2)c2ccccc2c1=O
15: Cc1cc(=O)oc(C)c1C(=O)OCC(=O)c1ccc(Cl)c(Cl)c1
16: O=C1c2ccccc2C(=O)N1c1ccc(Cl)cn1

Assay by compound	9	10	11	12	13	14	15	16
ERb SRC1 inh	-2	-6	-7	nt	-14	0	2	10
H69AR growth 86K	87	88	89	95	69	49	89	98
Calb biofilm kill	-1	5	0	1	-1	2	-3	6
Smad3 FoxH1 inh	-12	13	6[fluorescence artefact?]	nt	6	13	15	22
ERa SRC1 inh	0	-1	-2	nt	-29	2	3	-8
sEH act	-10	4	2	nt	-14	-1	11	-2
Lung fibro prol	103	101	93	102	102	91	97	101
ERa SRC1 pot	88	94	117	nt	144	133	97	95
HUVEC prolif 384	103	97	97	92	83	80	108	95

17: CC(C)c1ccc(OC(=O)NCCO)cc1
18: CC(C)C(=O)Nc1ccc(NC(=O)c2cccnc2)cn1
19: O=C(NCCc1ccccc1)c1cnc2sccn2c1=O
20: CC1Cc2ccccc2N1C(=O)c1cc2sccc2n1Cc1ccc(F)cc1 (stereo not drawn)
21: Cc1cc(Cl)c(S(=O)(=O)N2CCSCC2)cc1OCC(N)=O
22: CCOCCn1c(SC)nc2c1c(=O)[nH]c(=O)n2C
23: CC1(C)NC(=O)N(CC(O)COc2ccc(-c3ccc(C#N)cc3)cc2)C1=O (stereo not drawn)
24: Cc1ccccc1S(=O)(=O)Nc1nc2ccccc2nc1NCCO

Assay by compound	17	18	19	20	21	22	23	24
ERb SRC1 inh	0	0	-5	-8[fluorescence artefact?]	5	-1	4	9
H69AR growth 86K	108	84	81	90	95	105	90	86
Calb biofilm kill	1	2	4	3	2	4	9	-1
Smad3 FoxH1 inh	10	12	10	9	-6	16	10	-5
ERa SRC1 inh	6	-4	-5[fluorescence artefact?]	-34	7	-5	-10	-5
sEH act	13	-2	nt	-1	10	-1	nt	13
Lung fibro prol	97	108	104	85	99	98	101	92
ERa SRC1 pot	102	97	114[fluorescence artefact?]	134	103	98	103	98
HUVEC prolif 384	97	111	88	91	103	105	105	93

One compound at a time, as listed above. Order of values: ERb SRC1 inh | H69AR growth 86K | Calb biofilm kill | Smad3 FoxH1 inh | ERa SRC1 inh | sEH act | Lung fibro prol | ERa SRC1 pot | HUVEC prolif 384
Listed for Cn1nc(-c2ccc(N3CCOCC3)c(NC(=O)COc3ccccc3)c2)c2ccccc2c1=O = 0 | 49 | 2 | 13 | 2 | -1 | 91 | 133 | 80
Listed for CCOc1ccc(Br)cc1/C=N/O = -5 | 109 | 1 | 5 | 3 | -9 | 105 | 95 | 100
Listed for COc1ccc(Cl)cc1-c1nc(-c2ccc(Br)o2)no1 = 48[fluorescence artefact?] | 50 | 17 | -20 | 59*[fluorescence artefact?] | -3 | 94 | 277*[fluorescence artefact?] | 91
Listed for CCCS(=O)(=O)N1CCN(C(=O)COc2ccc(OC)cc2)CC1 = -6 | 88 | 5 | 13 | -1 | 4 | 101 | 94 | 97
Listed for CN(CC(=O)N1CCN(C2CCCCC2)CC1)S(=O)(=O)c1cccc2nsnc12 = -7 | 89 | 0 | 6[fluorescence artefact?] | -2 | 2 | 93 | 117 | 97

Other results
25: Cc1ccc(C2N(c3ccc(Cl)c(Cl)c3)C(=O)C3CCCN32)o1 (stereo not drawn)
26: CCCCCCn1c(NCC)nc2c1c(=O)[nH]c(=O)n2C
27: Nc1ccc(C(=O)OCCCc2nc3ccccc3[nH]2)cc1
28: CCOC(=O)N1CCN(c2ccc(Cl)c(Cl)c2)CC1
29: C=CCSC1=N/C(=C\C=C\c2ccco2)C(=O)S1
30: COCCCNC(=O)c1cc2c(=O)n(C)c3ccccc3c2n1C
31: O=C(c1nn2c(C(F)(F)F)cc(-c3ccco3)nc2c1Br)N1CCCc2ccccc21
32: Cc1cc(C)cc(N(CC(=O)N2CC=C(c3ccccc3)CC2)S(=O)(=O)c2c(C)noc2C)c1

Assay by compound	25	26	27	28	29	30	31	32
ERb SRC1 inh	-8[fluorescence artefact?]	-7	-6	-2	64*	5	-8[fluorescence artefact?]	-2[fluorescence artefact?]
H69AR growth 86K	103	99	91	92	91	24*	39*	23*
Calb biofilm kill	0	2	9	5	7	11	-3	3
Smad3 FoxH1 inh	-7	4[fluorescence artefact?]	-6	1	-2	1	-6	-10
ERa SRC1 inh	-5	-6	-2	4	78*	17	-6	6
sEH act	6	8	15	8	8	nt	19	5
Lung fibro prol	110	97	104	99	96	101	46*	96
ERa SRC1 pot	113[fluorescence artefact?]	131	116	99	63[fluorescence artefact?]	110	122	92
HUVEC prolif 384	80	97	86	115	83	70	65	99

33: COc1ccc(CC(=O)N2CC(C)CC(C)C2)cc1OC (stereo not drawn)
34: Cc1ccc(-n2nc3c(c2NC(=O)c2c(-c4ccccc4Cl)noc2C)CS(=O)(=O)C3)c(C)c1
35: CCCC(=O)Nc1ccc(NC(=O)CCc2ccccc2)cn1
36: CCc1ccc(C(=O)c2cncc(Br)c2)cc1
37: Cc1ccc(S(=O)(=O)Cc2cn3cccnc3n2)cc1
38: O=C(Nc1ccc2oc(-c3cccnc3)nc2c1)c1cc2ccccc2o1
39: O=C(Nc1ccc2c(c1)OCCO2)C(c1ccc(F)cc1)N1CCCCC1 (stereo not drawn)
40: O=C1/C(=C\Nc2ccccc2)CCN1c1ncccn1

Assay by compound	33	34	35	36	37	38	39	40
ERb SRC1 inh	84*[fluorescence artefact?]	-5	-2	-20	0	36[fluorescence artefact?]	-23	-2
H69AR growth 86K	101	93	104	94	86	95	100	93
Calb biofilm kill	4	6	5	4	2	2	0	6
Smad3 FoxH1 inh	-5	9	5	9	-4	29[fluorescence artefact?]	0	2
ERa SRC1 inh	-3	-4	-3	-14	7	46[fluorescence artefact?]	2	13
sEH act	8	1	0	0	nt	-24	4	-16
Lung fibro prol	108	98	97	95	102	104	98	108
ERa SRC1 pot	93	86	111	102	105	150	106	93
HUVEC prolif 384	96	100	93	83	101	113	98	93

41: Cc1noc(C(=O)Nc2cccnc2)c1Cl
42: CC1CCN(CCC(=O)N2CCCc3c2c(=O)oc2ccc(O)cc32)CC1
43: COC(=O)C1=C(C)N(c2cc(Cl)cc(Cl)c2)C(=O)C1
44: c1ccc(-c2ccc(-n3ccnc3)cc2)cc1
45: O=C1NC(c2ccc3c(c2)OCO3)Oc2ccccc21 (stereo not drawn)
46: COC(=O)c1c(N)c(C#N)c(C)n1-c1ccccc1
47: Cc1cc(C(=O)CSc2nnc(-c3ccccc3)n2Cc2ccc3c(c2)OCO3)c(C)n1C
48: N#CC1=C(N)N(c2ccccc2Sc2ccccc2)C(=O)C1

Assay by compound	41	42	43	44	45	46	47	48
ERb SRC1 inh	-10	7	-3	3	13	1	-1	7
H69AR growth 86K	89	102	3.6*	97	95	85	52	103
Calb biofilm kill	7	nt	5	0	0	6	1	5
Smad3 FoxH1 inh	4	-7	7	-21	3	5	6	6
ERa SRC1 inh	-6	3[fluorescence artefact?]	6	-8	1	-3[fluorescence artefact?]	-4	3
sEH act	22	nt	nt	2	1	nt	8	nt
Lung fibro prol	100	91	70	106	95	93	67	98
ERa SRC1 pot	108	109[fluorescence artefact?]	102	78	122	152	133	83
HUVEC prolif 384	97	96	81	88	96	107	68	100

49: COc1ccc(-n2nc(C(=O)NCC(=O)N3CCN(c4ccccn4)CC3)c3ccccc3c2=O)cc1
50: CCOc1nc(-c2ccc(C)cc2)ccc1-c1noc(-c2cccnc2)n1
51: CCOC(=O)c1ccc(NC(=O)CC2SC(=NC)N(C)C2=O)cc1 (stereo not drawn)
52: O=C(CSc1nnc(-c2ccc(Cl)cc2)n1Cc1ccco1)NCc1ccc2c(c1)OCO2
53: CCOC(=O)C1CCN(c2c(NCc3ccc(C(=O)NCCOC)cc3)c(=O)c2=O)CC1
54: COC(=O)c1cc(OC)c(OC)cc1NC(=O)Nc1ccc(OC)cc1
55: CCC(=O)N1c2ccccc2NC2=C(C(=O)CC(c3ccco3)C2)C1c1ccco1 (stereo not drawn)
56: O=S(=O)(NCC(c1cccnc1)N1CCN(c2ccccc2)CC1)c1cc(F)ccc1F (stereo not drawn)

Assay by compound	49	50	51	52	53	54	55	56
ERb SRC1 inh	-3	-4[fluorescence artefact?]	-5	-5	2	1	9	-1[fluorescence artefact?]
H69AR growth 86K	77	92	82	93	92	97	91	91
Calb biofilm kill	7	1	-2	10	4	-1	5	11
Smad3 FoxH1 inh	-10	3[fluorescence artefact?]	6	3	5	12	9	-5
ERa SRC1 inh	-2	-7	-7	1	-12	-3	3	7
sEH act	-8	12	-3	19	-6	-8	nt	6
Lung fibro prol	108	100	nt	99	nt	110	94	104
ERa SRC1 pot	109	179	91	90	130[fluorescence artefact?]	121	108	66[fluorescence artefact?]
HUVEC prolif 384	93	92	94	93	97	101	94	95

57: CNC(=O)C1CCC(=O)N1Cc1ccccc1Cl (stereo not drawn)
58: O=C(CNC(=O)c1ccco1)NCC(=O)OCc1ccc(C(=O)Oc2ccc(Cl)cc2)cc1
59: CCOC(=O)C1=C(C)Nc2ncnn2C1/C=C/c1ccccc1 (stereo not drawn)
60: O=C(c1ccc(Cl)s1)N1CCOCC1

Assay by compound	57	58	59	60
ERb SRC1 inh	-9	14[fluorescence artefact?]	-6	7[fluorescence artefact?]
H69AR growth 86K	95	92	23*	105
Calb biofilm kill	-2	5	8	0
Smad3 FoxH1 inh	-14	6	-4	-5
ERa SRC1 inh	-13	23[fluorescence artefact?]	-6	2
sEH act	6	-5	-4	-12
Lung fibro prol	103	105	75	100
ERa SRC1 pot	101	105[fluorescence artefact?]	135	108[fluorescence artefact?]
HUVEC prolif 384	110	90	81	93
